ARNT-TACC3 inh: disruptors of ARNT/TACC3 protein interaction, primary screen, biochemical, AlphaScreen, single concentration; AlphaScreen His-ARNT PAS-B/GST-TACC3 binding, luminescence; TACC3 fragment carries E629A point mutation; inhibition, % at 9.99 µM; hit rate 0.66% among 390,000; AID 623870, 2012;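 active means mean inhibition of replicates at least 50% and at least half of replicates each reaching 50%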;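 further: 0% = complete ARNT plus TACC3 wells and 100% = ARNT alone without TACC3; many hits fall short of the cut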
The depositor's hits bear a star. This is a subset; count on the stated rates, not on these rows.

Structure | ARNT-TACC3 inh
CCOc1ccc(C(c2nnnn2Cc2ccccc2)N2CCN(C(=O)c3ccco3)CC2)cc1 (stereo not drawn) | 0
Nc1cc(Cl)ccc1N1CCOCC1 | 2
COC(=O)C1=C(C)N=C2SC(C)C(=O)N2C1c1cccs1 (stereo not drawn) | 3
CCOC(=O)N1CCC(NC(=O)c2sc(-n3cccc3)nc2C)CC1 | -1
O=c1c2c3c(sc2n2cnnc2n1Cc1ccccc1)CN(Cc1ccccc1)CC3 | 1
COC(=O)c1ccc(CNC(=O)/C=C/c2cc([N+](=O)[O-])ccc2OC(F)F)cc1 | -4
CCN1CCN(c2nc(-c3ccccn3)nc3ccccc23)CC1 | 46*
CC1=C(C#N)C(=O)N(C)C(C)(C)C1 | 1
O=S(=O)(NCc1cn2ccsc2n1)c1cccs1 | 6
COCCn1nnnc1C(C(C)C)N(Cc1cccnc1)Cc1ccccc1Cl (stereo not drawn) | 1
Cc1ccc(S(=O)(=O)N2CCN(S(C)(=O)=O)C2c2ccccc2)cc1 (stereo not drawn) | -4
c1ccc(-c2sc3ccccc3c2-c2ccc(OCCN3CCOCC3)cc2)cc1 | -1
N#CCSc1nc2sc3c(c2c(=O)n1C1CCCCC1)CCCC3 | 1
O=C(NCC1CCCO1)c1ccc(/C=N/O)nc1 (stereo not drawn) | 23
O=C(NCc1ccc(F)cc1)c1cc(-c2cccs2)on1 | -19
Cc1cc(C)n(C(=O)Cc2cn3ccsc3n2)n1 | 15
O=C1C2N=NN(CC(=O)N3N=C(c4cccc5ccccc45)CC3c3ccccc3)C2C(=O)N1c1ccccc1 (stereo not drawn) | 0
OC(COCc1ccco1)CN1CCN(C(c2ccccc2)c2ccccc2)CC1 (stereo not drawn) | 3
COc1cc(CNc2ccc(N3CCCC3)cc2)ccc1OCc1ccccc1F | -1
C=C(C)CNC(=S)NN=C1c2ccccc2-c2ccccc21 | 4
C/C(=N\N1CCN(C2c3ccccc3-c3ccccc32)CC1)c1ccncc1 | 1
COc1ccc(C(=O)Nc2scc(-c3ccc(Cl)cc3Cl)c2C(N)=O)cc1 | -9
CC(=O)Nc1c(C(=O)c2ccc(F)cc2)oc2ccccc12 | -7
CCOc1ccc2nc(NC(=O)c3ccoc3C)sc2c1 | 4
CC1(C)NC(=O)N(CC(O)COc2ccc(-c3ccccc3)cc2)C1=O (stereo not drawn) | 4
O=C(O)CN1C(=O)CC(Cc2ccccc2)C1=O (stereo not drawn) | 19
COc1ccc(/C=C/C(=O)NNc2c(F)c(F)cc(F)c2F)cc1OC | 8
C/C=C/c1ccc(OCCCNC(C)CC)c(OC)c1 (stereo not drawn) | 8
CCNC(=O)CCc1nc(-c2ccc(C(C)(C)C)cc2)no1 | 3
Cc1ccc(-c2noc(CNc3ccccc3)n2)cc1 | -3
CCOc1ccc(CCNC(=O)C2CCN(c3nnc(-n4cccc4)s3)CC2)cc1OCC | 1
CC(Sc1nnc(Cc2cccs2)n1C1CCCCC1)C(=O)NCc1ccco1 (stereo not drawn) | 1
CCOC(=O)c1c(C)n(C)c2ccc(OCC(O)CN3C(=O)c4ccccc4S3(=O)=O)cc12 (stereo not drawn) | 13
CC(C)(C)c1ccc(/C=C2\SC(=O)N(CCNC(=O)c3cccc(S(=O)(=O)N4CCOCC4)c3)C2=O)cc1 | 1
COC(=O)c1c(C)[nH]c(O)c1C=Nc1ccc(C(C)C)cc1 | 14
CCC1(CC)C(=O)C(C)(C)C(=O)OC1c1cccs1 (stereo not drawn) | -5
Cc1nn(CC(=O)NCc2ccc(OC(C)C)cc2)c(=O)c2cc(-c3ccccc3)nn12 | -2
Nc1ccc2oc(-c3cccc4ccccc34)nc2c1 | -8
c1ccc2c(c1)CNC1(CCCCC1)C2 | -5
CC(C)(O)c1ccccc1CC[C@@H](SCC1(CC(=O)O)CC1)c1cccc(/C=C/c2ccc3ccc(Cl)cc3n2)c1 | -13

An excerpt from above in order of the ARNT-TACC3 inh value, highest first.
Structure | ARNT-TACC3 inh
COC(=O)c1c(C)[nH]c(O)c1C=Nc1ccc(C(C)C)cc1 | 14
CCOC(=O)c1c(C)n(C)c2ccc(OCC(O)CN3C(=O)c4ccccc4S3(=O)=O)cc12 (stereo not drawn) | 13
CC(C)(C)c1ccc(/C=C2\SC(=O)N(CCNC(=O)c3cccc(S(=O)(=O)N4CCOCC4)c3)C2=O)cc1 | 1
Cc1nn(CC(=O)NCc2ccc(OC(C)C)cc2)c(=O)c2cc(-c3ccccc3)nn12 | -2
c1ccc2c(c1)CNC1(CCCCC1)C2 | -5
Nc1ccc2oc(-c3cccc4ccccc34)nc2c1 | -8
CC(C)(O)c1ccccc1CC[C@@H](SCC1(CC(=O)O)CC1)c1cccc(/C=C/c2ccc3ccc(Cl)cc3n2)c1 | -13

The results go on:
Structure | ARNT-TACC3 inh
CCOC(=O)C1CCN(Cc2ccc(OC)cc2OC)CC1 | 12
CCc1c(C)nc(Nc2nc(C)c3cc(OC)ccc3n2)[nH]c1=O | 20
Cc1ccc(CNC(=O)c2ccc(Cn3nc(C)c(Cl)c3C)o2)cc1 | 2
Cc1cc(C)nc(Sc2ncnc3c2oc2ccccc23)n1 | -4
O=S(=O)(/C=C/c1ccccc1)N1CCN(c2ccccc2)CC1 | -3
CCOc1ccc(NC(=O)C/C(N)=N/O)cc1 | 3
Cc1ccccc1Cc1c(C)nc2nc(SCC(=O)NCc3ccco3)nn2c1C | 3
CSc1ccccc1NC(=O)c1ccco1 | -1
Cc1noc(C)c1S(=O)(=O)Nc1ccc(C(=O)NC2CCCCCC2)cc1 | 0
CC(C)n1c(=S)[nH]c2c1c(=O)[nH]c(=O)n2C | 1
CC(C)(C)c1ccc(-c2nc(C#N)c(NCc3cccnc3)o2)cc1 | 39
COC(=O)NCc1ccc(CNC(=O)OC)cc1 | -8
Cc1ccc(Cn2nnc3c(=O)[nH]c(C4CCN(S(=O)(=O)c5ccc(F)cc5)CC4)nc32)cc1 | 0
O=C(CN(Cc1ccccc1)S(=O)(=O)c1ccc(F)cc1)NCCC1=CCCCC1 | -7
O=C1CSC2(C(=O)N3CCCc4cccc2c43)N1c1cccc(C(F)(F)F)c1 (stereo not drawn) | -6
N#Cc1ccc(NC(=O)COC(=O)CNC(=O)C2CCCCC2)cc1 | -2
CCOC(=S)NC(=O)c1sc2ccccc2c1Cl | 2
O=C(/C=C/c1ccco1)Nc1ccc(Oc2ccccc2)cc1 | -2
CC(=O)C1=C(O)C(=O)N(C)C1c1ccccc1F (stereo not drawn) | -5
COn1c(=S)[nH]c2ccccc2c1=O | 3
CCCCCn1ccc(=N)cc1 | -6
CCn1c(SCC(=O)Nc2nc(C)c(C)s2)nnc1-c1ccco1 | -1
COc1ccc(CNC[C@H]2O[C@@H](n3cnc4c(N)ncnc43)[C@H](O)[C@@H]2O)cc1OC | 1
CCOc1ccccc1NC(=O)CN(c1ccc(C)cc1)S(=O)(=O)c1c(C)n[nH]c1C | 3
Cc1ccc(C)c(N(C(=O)Cn2nnc3ccccc32)C(C(=O)NCc2ccco2)c2ccncc2)c1 (stereo not drawn) | -12
CCN(CC)S(=O)(=O)c1cc([N+](=O)[O-])ccc1NNC(=O)Nc1ccc(F)cc1 | 5
COCCN1C(=O)C(=O)/C(=C(/O)c2ccc3c(c2)OCCO3)C1c1ccc(C(=O)OC)cc1 (stereo not drawn) | -4
CC(C)CC1Nc2ccc(C(=O)NCc3ccc4c(c3)OCO4)cc2NC1=O (stereo not drawn) | -33
Cc1nn(-c2ccc(Cl)c(Cl)c2Cl)c(=O)c2ccccc12 | 26
CCOc1ccc(C(=O)NCC(=O)OC(C)C(=O)NCc2ccco2)cc1OCC (stereo not drawn) | 2
COCCOc1nc2c(c(=O)n(C)c(=O)n2C)n1Cc1cccc(OC)c1 | 2
Cc1cnc(NC(=O)CSc2nnc(-c3ccccc3)o2)s1 | 7

Filtered by structure: the compounds so far containing a tert-butyl group (3)
Structure | ARNT-TACC3 inh
CCNC(=O)CCc1nc(-c2ccc(C(C)(C)C)cc2)no1 | 3
CC(C)(C)c1ccc(/C=C2\SC(=O)N(CCNC(=O)c3cccc(S(=O)(=O)N4CCOCC4)c3)C2=O)cc1 | 1
CC(C)(C)c1ccc(-c2nc(C#N)c(NCc3cccnc3)o2)cc1 | 39

Later entries.
Structure | ARNT-TACC3 inh
COc1cccc(-c2cc(C(=O)O)[nH]n2)c1 | -1
COCCNC(=O)COc1ccc(Oc2ccccc2)cc1 | -8
Cc1c(NC(=O)C2CCN(S(=O)(=O)c3ccc(Cl)cc3)CC2)c(=O)n(-c2ccccc2)n1C | -11
CCc1nn(C)c(-c2n[nH]c(=S)n2N)c1Cl | 18
O=C(Nc1cc(N2CCOCC2)ncn1)NC1(C(F)(F)F)Oc2ccccc2O1 | -13
Cc1cc(NC(=O)CSc2nc3ccccc3c(=O)n2C(C)c2ccccc2)no1 (stereo not drawn) | -2
CCOc1ccccc1/C=N/NC(=O)c1ccc(Cn2cc([N+](=O)[O-])cn2)o1 | 1
Cc1cc(NS(=O)(=O)c2ccc(NC(=O)C(CC(C)C)N3C(=O)c4ccccc4C3=O)cc2)nc(C)n1 (stereo not drawn) | 21
Cn1cnnc1SCc1nc(N)nc(Nc2ccccc2)n1 | 5
CCOc1ccc(C(=O)NCC(=O)OCC(=O)N2C(C)CCCC2C)cc1 (stereo not drawn) | 4
O=C(COc1ccc(Cl)cc1Br)N1CCN(c2ccccc2)CC1 | 7
O=C1CSC(=NC2CCCCC2)N1 | -7
CCn1c(COc2ccc(=O)n(-c3ccccc3)n2)nnc1SCc1cccc(OC)c1 | -7
CCCCCn1c(=O)[nH]c2cc(C(=O)Nc3ccc(OC)cc3)ccc2c1=O | 1
O=C(CCCSc1nnnn1-c1cccc2ccccc12)c1ccc(F)cc1 | -6
CCOc1ccc(OCC)c(NC(=O)C2CCCN(S(=O)(=O)c3cccs3)C2)c1 (stereo not drawn) | -1
Cc1cccc(OCCn2c(=S)[nH]c3ccccc32)c1 | -2
Cc1ccc2nc3c(cc(C(=O)NCCc4ccccc4)c(=N)n3CCN3CCOCC3)c(=O)n2c1 | 3
CCOc1ccccc1NC(=O)c1cccc(NC(=O)c2ccco2)c1 | 12
CCCCCCOc1cccc(N)c1 | -23
O=S1(=O)CC(NCc2ccccc2)C(Nc2ccc(Cl)cc2)C1 (stereo not drawn) | -5
CCN(CC)S(=O)(=O)c1ccc(NC2c3ncccc3C(=O)N2Cc2ccccc2)cc1 (stereo not drawn) | -8
O=C(CSc1nccn1-c1ccc(F)cc1)Nc1ccc2c(c1)OCO2 | 10
CCOC(=O)c1c(-c2ccc(C)o2)csc1NC(=O)CN1CCN(CC)CC1 | -1
COc1cc(/C=N/n2cnnc2)ccc1OCCOc1ccccc1 | -1
c1ccc(NCc2cccnc2)cc1 | -5
CCN(c1ccc(OCC(=O)OCC(=O)Nc2ccc(F)c(F)c2F)cc1)S(=O)(=O)c1ccccc1 | -2
COc1ccc(F)cc1S(=O)(=O)N1CCCC(C)C1 (stereo not drawn) | -8
CN1CCN(c2ccc(C(=O)c3ccc(F)cc3)cc2)CC1 | 1
Cc1cc(C)nc(N2CCCC(C(=O)Nc3nnc(C)s3)C2)n1 (stereo not drawn) | -32
CCc1c(C)nc(N)n2c(SCC(=O)N3CCCC(C)C3)nnc12 (stereo not drawn) | -7
O=C(CCCn1c(=S)[nH]c2ccccc2c1=O)N1CCOCC1 | 31
CC1(C)C(=O)C2(CCCCC2)C(=O)OC1c1cccs1 (stereo not drawn) | -4
Cc1ccc2c(c1)c1cccc3c1n2CCN3CCC(N)=O | 7
CNC(=O)c1ccccc1S(=O)c1ccccc1C#N (stereo not drawn) | 1
Cn1cc(C(=O)c2ccc(Cl)cc2Cl)cc1C(=O)N/N=C(\N)COc1ccc(Cl)cc1Cl | -4
COc1ccc(C(C)NC(=O)C2C(=O)NC3(C)CC2c2ccccc2O3)cc1 (stereo not drawn) | 3
CS(=O)(=O)N1N=C(c2ccc(Br)cc2)CC1c1cccs1 (stereo not drawn) | -5
CC(c1ccccc1)N1CCn2c(nc3cc(NC(=O)c4cccs4)ccc32)C1 (stereo not drawn) | 21
O=c1oc2ccccc2n1CSc1nc2ccccc2s1 | -4
CCOC(=O)Nc1ccc2c(c1)N(C(=O)OC)c1ccccc1CC2 | 4
COc1ccc([C@H]2[C@H](C(=O)OC(C)(C)C)N3N=Cc4ccccc4C3C23C(=O)c2ccccc2C3=O)cc1OC (stereo partly drawn) | 6
COCc1nc(-c2cc(Br)ccc2OC)no1 | -7
CCC1(CC)C(=O)N(C)C(=O)NC1=NCc1ccccc1 | -17
CCOC(=O)C1=C(C)C(c2ccc(OC)cc2)NC(=S)N1 (stereo not drawn) | 2
COc1cc(-c2nnc(SCC3(c4ccc(Br)cc4)OCCO3)o2)cc(OC)c1OC | -4
Cc1nnc(C)c2c(C)n(Cc3ccc4c(c3)OCO4)c(C)c12 | 14
CCOC(=O)C1=C(c2cccc(Oc3ccccc3)c2)NC(=S)NC1C (stereo not drawn) | 2

Some of the entries above in another layout:
Cc1nnc(C)c2c(C)n(Cc3ccc4c(c3)OCO4)c(C)c12
  ARNT-TACC3 inh: 14

CCOC(=O)C1=C(c2cccc(Oc3ccccc3)c2)NC(=S)NC1C (stereo not drawn)
  ARNT-TACC3 inh: 2

Further entries
Structure | ARNT-TACC3 inh
C[C@@H](O)C1NC(=O)[C@H](CCCCN)NC(=O)c2cc([N+](=O)[O-])cc(F)c2NCCCC[C@@H](C(N)=O)NC1=O (stereo partly drawn) | -1
O=C(CSc1oc(-c2ccco2)nc1S(=O)(=O)c1ccc(Cl)cc1)NCC1CCCO1 (stereo not drawn) | -10
Cc1ccnc(NS(=O)(=O)c2ccc(NC(=O)c3c(-c4ccccc4Cl)noc3C)cc2)n1 | -2
Cc1cc(NC(=O)COc2ccc3oc4ccccc4c3c2)no1 | -10
Cc1noc(C)c1S(=O)(=O)Nc1ccc(C(=O)O)cc1 | -8
CC(C)C[C@@H]1NC(=O)[C@H](Cc2ccc(O)cc2)NC(=O)c2cc([N+](=O)[O-])cc(I)c2NCCC[C@@H](C(N)=O)NC1=O | -2
CCNCc1cc(Br)c(OCC(=O)Nc2ccccc2)c(OC)c1 | -7

Assay outcomes (PubChem)
